Assay outcomes: PubChem BioAssay, several laboratories
Glyco luc inh = blocks N-linked glycosylation in D54 reporter cells; D54 ERlucT glycosylation luciferase reporter, 24 h; percent of 100 nM tunicamycin response; reporter increase, % at 12.5 µM; hit rate 0.23% among 360,000; AID 588692;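 active = mean luciferase reporter signal, scaled so untreated is 0 and the glycosylation-blocking control 100, at or above a set limit in every replicate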;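 note: luciferase carries N-glycosylation sites so blocking glycosylation raises the light; 0% = median of neutral control wells and 100% = median of 100 nM tunicamycin wells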
HTR2A ag = mouse HTR2A agonism via beta-arrestin recruitment; P35363; CHO-K1 mHTR2A beta-arrestin complementation, luminescence; percent of 30 µM serotonin response; activation, % at 7.6 µM; hit rate 0.66% among 360,000;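 active = activation above a run cutoff, the mean activation of all tested compounds plus 3 SD, cut at about 14% in these data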;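 note: 0% = plate median of compound wells and 100% = 30 µM serotonin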
Target sequence (P35363 whole entry, looked up): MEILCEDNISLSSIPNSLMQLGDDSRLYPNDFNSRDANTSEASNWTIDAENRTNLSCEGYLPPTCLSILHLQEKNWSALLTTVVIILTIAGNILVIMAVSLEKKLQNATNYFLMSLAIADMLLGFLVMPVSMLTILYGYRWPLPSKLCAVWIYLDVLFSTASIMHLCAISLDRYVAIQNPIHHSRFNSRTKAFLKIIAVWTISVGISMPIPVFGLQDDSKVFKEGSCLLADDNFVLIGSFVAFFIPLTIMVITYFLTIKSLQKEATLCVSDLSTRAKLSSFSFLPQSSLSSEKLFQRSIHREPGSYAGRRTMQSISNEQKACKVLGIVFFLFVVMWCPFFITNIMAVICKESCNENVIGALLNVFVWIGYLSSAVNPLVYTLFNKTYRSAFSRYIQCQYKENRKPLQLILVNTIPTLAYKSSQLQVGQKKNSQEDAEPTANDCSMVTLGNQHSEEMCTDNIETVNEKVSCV
Cardio protect = protects H9c2 cardiomyocytes from peroxide injury; H2O2 injury protection, ATPLite, 2 h; protection from H2O2 cell death, % at 20 µM; hit rate 0.63% among 360,000; AID 588492;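 active = compounds giving at least 50% protection of heart cells from peroxide-induced death in the single-dose screen, raw or plate-pattern-corrected value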;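 note: 0% = DMSO wells with peroxide and 100% = DMSO wells without peroxide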
Exocytosis inh = blocks lytic granule exocytosis. AID 651702. inhibition, % at 10 µM. TALL-104 LAMP-1 surface exposure, flow cytometry; cells stimulated with thapsigargin and PMA. hit rate 0.66% among 360,000;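 active = inhibition above about 55%, limit read from the data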
MC4R antag cAMP = human MC4R antagonism in cAMP assay; P32245; MC4R-expressing cells, MTII-stimulated cAMP, LANCE TR-FRET; inhibition, % at 6.5 µM; hit rate 0.48% among 360,000; AID 540295;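 active = inhibition above its plate's cutoff, the mean of tested wells on that plate plus 3 SD, cut at about 29% in these data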;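 note: 0% = Melanotan II alone and 100% = Melanotan II plus saturating MCL0020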
Target sequence (P32245 whole entry, looked up): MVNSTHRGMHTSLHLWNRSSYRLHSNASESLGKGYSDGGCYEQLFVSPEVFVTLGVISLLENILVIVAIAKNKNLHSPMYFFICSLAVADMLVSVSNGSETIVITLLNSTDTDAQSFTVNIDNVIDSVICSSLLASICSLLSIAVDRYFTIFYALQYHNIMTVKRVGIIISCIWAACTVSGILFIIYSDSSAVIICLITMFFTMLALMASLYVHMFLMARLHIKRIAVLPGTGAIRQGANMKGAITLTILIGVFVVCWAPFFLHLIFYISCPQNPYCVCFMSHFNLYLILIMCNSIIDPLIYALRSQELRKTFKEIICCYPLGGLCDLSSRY
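Assay system: U2OS-MC4R stable cell line; Also added: Melanotan II; Technique: Eu-cAMP/anti-cAMP TR-FRET, emission 671 nm; Times: 30-min compound, 1-h challenge, 1-h detection, room temperature.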
MC4R barr agon = human MC4R agonism via beta-arrestin; P32245; U2OS MC4R beta-arrestin complementation, luminescence; percent of melanotan II response, DMSO zero; activation, % at 8.9 µM; hit rate 0.98% among 360,000; AID 540308;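 active = activation above a per-plate cutoff, the mean activation of sample wells on that plate plus 3 SD, cut at about 8% in these data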
iPSC survival up = increases survival of single human iPS cells | hiPSC single-cell survival, ATPlite luminescence; 100% = ROCK inhibitor wells, 0% = DMSO | survival enhancement, % at 20 µM | hit rate 0.044% among 360,000; in the data active = survival enhancement above about 18%;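 note: cells exposed to compounds for 16 hours before the ATP read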
ABHD5 PLIN5 PPI = ABHD5-PLIN5 protein interaction inhibition. Split G. princeps luciferase complementation, luminescence, 4 h. hit rate 0.78% among 360,000. inhibition, % at 4 µM;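 active = inhibition above the mean inhibition across every tested compound plus 3 SD, cut at about 22% in these data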;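 note: 0% = DMSO only wells and the 100% control is not disclosed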
ABCB6 inh MLPCN = human ABCB6 transporter inhibition; Q9NP58; K562-ABCB6 porphyrin accumulation, flow cytometry, 1 h; stronger effect = lower value; fluorescence ratio to DMSO, % at 10 µM; hit rate 0.19% among 360,000;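 active = fluorescence ratio to DMSO below 75%, the collection mean minus 3 SD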;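 note: signal is porphyrin accumulated inside mitochondria; 100% equals median channel fluorescence of DMSO control wells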
aDG glyco up = increases alpha dystroglycan glycosylation | Pro5-aDG cells, alpha-DG glycosylation AlphaScreen (IIH6); 0% Pro5, 100% B10-LARGE cell signal | activation, % at 10 µM | hit rate 0.22% among 360,000;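 active = activation of at least 8% versus controls, or a plate z-score of at least 8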;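 note: Pro5 are CHO cells carrying HIG-tagged alpha-DG that lacks glycosylation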
Active calls of the source: *; nt = no result given.

#1 O=C(CCC(NC(=O)OCc1ccccc1)C(=O)OCc1ccccc1)NCC(=O)OCc1ccccc1 (stereo not drawn)
#2 C/C(=N/OC(=O)c1cccc(C(F)(F)F)c1)c1cnccn1
#3 CCOc1ccc(S(=O)(=O)Nc2ccc(S(=O)(=O)N3CCOCC3)cc2)cc1
#4 CCC(=O)N1Cc2cc(C(=O)NCC(F)(F)F)nc(-c3cccc(-c4cncnc4)c3)c2[C@H]1CCO
#5 COc1ccc(Oc2cc(C)c3ccccc3n2)cc1
#6 O=C(C[C@@H]1C[C@H]2c3cc(NC(=O)C4CCC4)ccc3O[C@H]2[C@@H](CO)O1)NCc1ccc(-c2ccccc2)cc1
#7 CCCCCCCCN1C(=O)[C@H](CC(=O)NCc2ccccc2)C[C@@]2(C(=O)OC)CCCCC=C12
#8 COc1ccc(S(=O)(=O)N2CCCCC2c2cc(C(=O)Nc3ccc(OC)cc3C)no2)cc1 (stereo not drawn)
#9 NC1=NOC(=O)C1C1CCCCC1 (stereo not drawn)
#10 Cc1nc(C(F)(F)F)ccc1C(=O)N1CCC1(C)C(=O)NS(=O)(=O)c1ccc2c(c1)CCO2 (stereo not drawn)
compound no.	1	2	3	4	5	6	7	8	9	10
Glyco luc inh	-2	1	1	nt	-1	-1	nt	-5	3	1
HTR2A ag	3	0	-3	-2	1	-1	2	2	-3	-2
Cardio protect	-14	10	2	nt	-16	-9	nt	-2	3	9
Exocytosis inh	39	-3	1	0	-1	2	17	-2	7	5
MC4R antag cAMP	19	8	6	nt	0	3	nt	-3	4	6
MC4R barr agon	-0.3	-2.9	-0.4	nt	1.6	-1.1	nt	0.2	-1.6	0.2
iPSC survival up	-1.8	-0.8	6.5	-0.5	-0.1	2.7	-0.4	-1.8	0.2	1.9
ABHD5 PLIN5 PPI	0	-7	-4	5	-4	11	1	-3	-19	-4
ABCB6 inh MLPCN	102	102	105	96	88	104	94	93	102	93
aDG glyco up	-0.2	0.0	-0.1	0.1	0.3	-0.2	0.1	-0.2	1.1	0.3

#11 CCOc1ccc(Cc2c(Cl)nc(SC)nc2OC)cc1
#12 CCCS(=O)(=O)NCCc1cc2c(C)ccc(C)c2[nH]c1=O
#13 Cn1nc(-c2ccccc2)cc1NC(=O)Nc1ccc(F)cc1
#14 O=C(/C=C/c1ccccc1[N+](=O)[O-])N1CCOCC1
#15 NC(=O)C1CCCN1Cc1ccc2c(c1)OCO2 (stereo not drawn)
#16 CCCc1nnc(N2C(=O)c3cccc4cccc(c34)C2=O)s1
#17 CCOC(=O)C1=C(C)OC2(O)c3ccccc3C(=O)C12O (stereo not drawn)
#18 COc1ccc(CNC(=O)COC(=O)CCc2nc3ccccc3c(=O)[nH]2)cc1
#19 CCOc1ccccc1NS(=O)(=O)N(C)C
#20 Cc1ccc(N2C(=O)CC(NNC(=O)c3cccc(S(=O)(=O)N4CCCC4)c3)C2=O)cc1 (stereo not drawn)
compound no.	11	12	13	14	15	16	17	18	19	20
Glyco luc inh	-2	2	-1	2	1	-1	2	0	2	1
HTR2A ag	-4	6	-3	-1	-2	1	2	5	-4	-1
Cardio protect	-13	-3	0	-2	-1	11	3	48	-1	-1
Exocytosis inh	1	-4	-6	-5	0	-1	26	0	3	3
MC4R antag cAMP	7	-6	2	-3	7	2	1	4	-2	0
MC4R barr agon	-0.3	1.1	1.8	-0.9	2.0	-1.4	-0.7	-0.1	-0.4	-0.3
iPSC survival up	-1.0	0.3	-0.3	-0.6	7.3	2.9	0.6	-0.3	-3.9	1.4
ABHD5 PLIN5 PPI	-4	0	-11	-3	-10	0	17	7	-5	0
ABCB6 inh MLPCN	91	142	99	98	106	93	97	97	84	100
aDG glyco up	0.0	0.0	0.0	-0.2	-0.1	-0.2	-0.1	-0.3	-0.1	0.0

#21 CCCCCCCC(=O)N/N=C(\C)c1cccnc1
#22 CCOc1cc(/C=N/NC(=O)c2ccc(CN3CCOCC3)cc2)ccc1OCc1ccccc1
#23 O=C(O)/C(=C\c1ccco1)NC(=O)c1ccco1
#24 O=C(NCC1CCCN(Cc2cccc(OCCO)c2)C1)c1ccc(F)cc1 (stereo not drawn)
#25 Cn1ncc(Oc2ccc([N+](=O)[O-])cc2)c(Cl)c1=O
#26 COc1ccc(C(=O)NC2CC3CCCC(C2)N3CC(C)C)cc1 (stereo not drawn)
#27 O=C(O)CP(=O)(O)O
#28 CCOc1ccccc1NC(=O)Cn1nnc(C(=O)NCc2ccco2)c1N
#29 CCOC(=O)N1CCC(NC(=O)c2cc(S(=O)(=O)N(CC)CC)ccc2F)CC1
#30 C[C@H](CO)N1C[C@H](C)[C@@H](CN(C)C(=O)Cc2ccccc2)OCc2cnnn2CCCC1=O
compound no.	21	22	23	24	25	26	27	28	29	30
Glyco luc inh	0	2	1	-1	1	0	-1	16	1	1
HTR2A ag	-5	3	2	12	8	-8	3	-2	0	6
Cardio protect	-6	2	-2	12	-2	10	-1	1	-4	1
Exocytosis inh	-3	6	-3	0	6	-1	-1	4	-2	5
MC4R antag cAMP	4	12	-1	1	-3	6	16	-29	2	0
MC4R barr agon	-0.9	-0.9	-0.7	-1.7	-0.6	0.6	0.2	-2.3	-0.5	-0.3
iPSC survival up	0.8	0.1	-0.5	-0.4	-0.1	0.4	-0.2	-0.7	-1.4	2.7
ABHD5 PLIN5 PPI	-10	-8	2	2	5	1	0	0	4	0
ABCB6 inh MLPCN	103	94	96	92	99	104	102	103	99	99
aDG glyco up	1.7	1.4	-0.1	-0.1	0.1	-0.2	0.4	-0.2	0.2	0.4

#31 COc1ccc(-c2nc3ccc(Cl)cn3c2Cc2ccsc2)cc1OC
#32 O=C(COc1ccc(Br)cc1)N1CCc2ccccc2C1
#33 COc1ccc(OC)c(Nc2ccc(Nc3cc(OC)ccc3OC)nn2)c1
#34 Cc1ccc(C(=O)N2CCN(Cc3ccc4c(c3)OCO4)CC2)o1
#35 CC(C)CNC(=O)CN(C1CCCCC1)S(=O)(=O)c1ccccc1
#36 Cc1ccsc1C(=O)OCC(=O)N(C)c1c(N)n(Cc2ccccc2)c(=O)[nH]c1=O
#37 CCN(CC)S(=O)(=O)c1cccc(NC(=O)c2ccc(S(=O)(=O)N3CCCC3)cc2)c1
#38 CC(O)CN1CC(O)=C(c2nc3ccccc3s2)C1=N (stereo not drawn)
#39 NC(=O)CC(NC(=O)c1ccc(Br)cc1)c1ccc(N2CCC(Cc3ccccc3)CC2)c([N+](=O)[O-])c1 (stereo not drawn)
#40 Cc1ccccc1OCC(=O)OCC(=O)Nc1cc(S(C)(=O)=O)ccc1Cl
compound no.	31	32	33	34	35	36	37	38	39	40
Glyco luc inh	3	-3	6	0	-2	-1	-6	3	0	0
HTR2A ag	-4	-11	-4	20*	-3	9	-10	-1	1	1
Cardio protect	10	2	28	1	7	1	-5	2	-19	0
Exocytosis inh	4	21	-6	-1	-2	-8	-14	-2	0	0
MC4R antag cAMP	nt	23	-8	1	0	3	6	12	3	3
MC4R barr agon	nt	-0.1	-1.2	0.6	-1.7	-1.9	0.3	-0.1	1.1	-2.4
iPSC survival up	0.2	-0.7	-0.7	-0.9	-3.0	-0.6	-2.8	-0.6	-1.9	-0.3
ABHD5 PLIN5 PPI	3	-3	-1	2	0	-4	-11	-2	-3	10
ABCB6 inh MLPCN	107	101	94	89	97	99	100	103	93	101
aDG glyco up	0.5	0.1	-0.4	0.1	0.4	0.1	0.1	0.0	0.1	-0.1

#41 Cc1ccc(S(=O)(=O)N(C)CC(=O)O/N=C(\N)c2cccc(Br)c2)cc1
#42 O=C(NNC(=O)c1cccc(Cl)c1)NNC(=O)c1cccc(Cl)c1
#43 CN1CCN(C(=O)CCc2nc3ccccc3n2-c2ccccc2)CC1
#44 Cc1cccnc1NC(=O)CCNC(=O)c1ccccc1Cl
#45 COc1ccc(S(=O)(=O)N2CCCCC2)cc1NC(=O)Cn1cnc2ccccc2c1=O
#46 Cc1n[nH]c(=O)c2c(NC(=O)COC(=O)Cc3ccc(Cl)cc3Cl)oc(C)c12
#47 O=C(CN1CCN(c2ccccn2)CC1)NCc1cccs1
#48 OCCNC(=S)Nc1ccc(Oc2ccccc2)cc1
#49 Cc1cc(NS(=O)(=O)c2ccc3c(c2)OCCO3)no1
#50 O=C(CCN1N=C(c2ccccc2)CCC1=O)NC1CCCC1
compound no.	41	42	43	44	45	46	47	48	49	50
Glyco luc inh	-3	1	0	2	-1	0	-2	1	2	1
HTR2A ag	5	3	1	-1	-3	-2	-3	-4	13	19*
Cardio protect	-10	0	0	3	4	2	1	-4	4	-3
Exocytosis inh	14	8	-4	0	2	-6	1	17	8	-2
MC4R antag cAMP	3	12	-11	9	-4	10	4	-4	-2	5
MC4R barr agon	1.9	1.2	1.2	0.8	1.1	-2.6	-3.1	-3.0	-1.4	-1.7
iPSC survival up	-0.2	-1.3	0.7	-0.4	-0.3	0.3	0.5	-0.8	-0.6	0.1
ABHD5 PLIN5 PPI	10	-1	5	3	2	-10	1	-7	2	1
ABCB6 inh MLPCN	95	98	102	98	93	94	81	99	101	96
aDG glyco up	-0.3	0.0	-0.4	0.1	-0.1	-0.1	0.1	0.0	0.0	3.0*

#51 Nc1nc2ccccc2n1C(=O)c1ccc(F)cc1
#52 COC(=O)C(F)(Sc1c(C)n(C)n(-c2ccccc2)c1=O)C(F)(F)F (stereo not drawn)
#53 CCOC(=O)C1=C(C)NC(=O)NC1c1ccc(OC(=O)c2ccco2)cc1 (stereo not drawn)
#54 O=c1[nH]nc(SCc2ccccc2Cl)n1-c1ccc2c(c1)OCCO2
#55 O=C1C(C=NC2CC2)=C(O)c2ccccc21
#56 Nc1nonc1-n1nnc(C(=O)N/N=C/c2ccco2)c1CSc1ccc(Cl)cc1
#57 Cc1cc(-n2c(C)cc(C(=O)COc3ccc(Cl)cc3C(N)=O)c2C)no1
compound no.	51	52	53	54	55	56	57
Glyco luc inh	-14	0	0	0	2	5	3
HTR2A ag	-3	1	-2	-3	-1	-4	-2
Cardio protect	-32	0	0	-4	1	-4	-2
Exocytosis inh	1	-2	-6	-10	-2	-4	2
MC4R antag cAMP	4	9	0	-2	5	4	12
MC4R barr agon	-0.9	-0.6	-0.3	-0.9	-2.8	7.5	0.7
iPSC survival up	-5.0	-1.1	-1.0	0.2	1.6	2.3	-0.5
ABHD5 PLIN5 PPI	-4	-8	-4	-3	1	1	-3
ABCB6 inh MLPCN	99	89	102	102	102	95	94
aDG glyco up	0.1	-0.1	0.3	-0.2	0.3	0.1	0.9

As entered above.
Reading for cpd 57 in HTR2A ag: -2
Reading for cpd 52 in Glyco luc inh: 0
Reading for cpd 51 in MC4R antag cAMP: 4

Record cards, from the list above.
Listed for Nc1nc2ccccc2n1C(=O)c1ccc(F)cc1 → Glyco luc inh = -14; HTR2A ag = -3; Cardio protect = -32; Exocytosis inh = 1; MC4R antag cAMP = 4; MC4R barr agon = -0.9; iPSC survival up = -5.0; ABHD5 PLIN5 PPI = -4; ABCB6 inh MLPCN = 99; aDG glyco up = 0.1
Listed for O=C1C(C=NC2CC2)=C(O)c2ccccc21 → Glyco luc inh = 2; HTR2A ag = -1; Cardio protect = 1; Exocytosis inh = -2; MC4R antag cAMP = 5; MC4R barr agon = -2.8; iPSC survival up = 1.6; ABHD5 PLIN5 PPI = 1; ABCB6 inh MLPCN = 102; aDG glyco up = 0.3

This is a random part of the collection. Share with any hit: about 4.5%.
